TAAR1 agonist = agonists of human TAAR1; Q96RJ0; CHO RD-HGA16 TAAR1, Fluo-8 calcium fluorescence; vehicle wells 0%, saturating PEA agonist 100%; activation, % at 3 µM; 360,000 tested, 0.99% active; AID 624467;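 active = activation above the mean activation of all test compounds in the run plus 3 SD, cut at about 38% in these data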
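Assay system – CHO-derived RD-HGA16 cells with stable Gα16 and human TAAR1 · Compound dosing – one-point dosing at 3 µM (nominal) · Incubation – 17-24 h seeding, 75 min 37 °C dye, 30 min RT · Measured by – kinetic Fluo-8 calcium fluorescence · Control set – DMSO vehicle as 0%, PEA at EC100 as 100% · Repeats – single well for each compound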
CHRM1 agonist = human M1 muscarinic receptor agonism; activation, % at 3 µM; AID 588814; CHO-K1 hM1, Fluo-8 calcium fluorescence, agonist mode; 0% DMSO, 100% acetylcholine EC100; P11229; 360,000 tested, 0.33% active;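 active = activation above the run's mean compound activation plus 3 SD, cut at about 16% in these data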;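 also: peak over basal fluorescence ratio within a 140 s kinetic read after compound addition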
Target sequence (P11229 whole entry, looked up): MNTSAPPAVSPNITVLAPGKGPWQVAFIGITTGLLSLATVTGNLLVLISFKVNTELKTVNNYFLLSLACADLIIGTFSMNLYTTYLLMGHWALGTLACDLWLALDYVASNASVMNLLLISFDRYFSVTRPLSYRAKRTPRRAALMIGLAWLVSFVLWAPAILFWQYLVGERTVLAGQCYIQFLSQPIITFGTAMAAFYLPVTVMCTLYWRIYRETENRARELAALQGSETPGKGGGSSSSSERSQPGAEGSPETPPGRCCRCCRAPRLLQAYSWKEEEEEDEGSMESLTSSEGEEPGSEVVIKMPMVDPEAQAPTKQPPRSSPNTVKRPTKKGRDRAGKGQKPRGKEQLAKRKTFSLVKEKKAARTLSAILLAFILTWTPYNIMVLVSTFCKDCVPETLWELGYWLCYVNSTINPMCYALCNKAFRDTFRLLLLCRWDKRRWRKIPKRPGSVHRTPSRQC
M1 antag = antagonists of human M1 muscarinic receptor. P11229. inhibition, % at 3 µM. CHO-K1 hM1, Fluo-8 calcium fluorescence, ACh EC80 antagonist. AID 588852. 360,000 tested, 1.3% active;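 active = percent inhibition above its own plate's cutoff, namely the mean of that plate's compound wells plus 3 SD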;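 also: peak over basal fluorescence ratio during 140 s after agonist addition; 0% = ACh EC80 plus DMSO and 100% = DMSO alone without agonist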
OXTR potentiate = potentiates the human oxytocin receptor response. 320,000 tested, 0.061% active. activation, % at 3 µM. CHO-OTR cells, Fluo-8 calcium fluorescence, potentiator mode; 0% = oxytocin EC15, 100% = EC100;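 active = activation above that plate's cutoff, the mean activation of tested compounds plus 3 SD, cut at about 6.6% in these data, passing the limit was not always enough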;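 also: 100% uses oxytocin at 75 nM as the full agonist control; some results filed as inactive read as strong as hits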
Target sequence (P30559 whole entry, looked up): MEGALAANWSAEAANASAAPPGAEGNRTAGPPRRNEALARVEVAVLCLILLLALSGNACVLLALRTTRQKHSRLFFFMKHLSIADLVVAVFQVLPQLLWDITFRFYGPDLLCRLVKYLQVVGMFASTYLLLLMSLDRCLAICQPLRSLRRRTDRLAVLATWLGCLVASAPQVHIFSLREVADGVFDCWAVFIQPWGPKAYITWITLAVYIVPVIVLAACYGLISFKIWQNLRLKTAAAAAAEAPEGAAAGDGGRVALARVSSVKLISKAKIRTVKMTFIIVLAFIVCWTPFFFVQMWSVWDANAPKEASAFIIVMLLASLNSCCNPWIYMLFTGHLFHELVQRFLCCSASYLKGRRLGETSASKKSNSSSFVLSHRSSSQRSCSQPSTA
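Assay system: CHO cell line stably expressing human OTR | Also added: Oxytocin at about EC15, sub-maximal agonist stimulus | Times: Compound 6 min at room temperature before oxytocin, 100 s read | Measured by: Fluo-8 intracellular calcium fluorescence, ex 470-495, em 515-575 nm | Controls: EC15 oxytocin alone as 0%, 75 nM oxytocin as 100%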
OXTR agonist = agonists of human oxytocin receptor | CHO-OTR cells, Fluo-8 calcium fluorescence; normalized: DMSO 0%, oxytocin 100% | P30559 | 320,000 tested, 0.32% active | activation, % at 3 µM;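 active = activation above the mean of all tested compounds plus 3 SD, cutoff set per screening run, cut at about 20% in these data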;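 also: peak over basal fluorescence ratio from a 100 s FLIPR kinetic read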
M1 PAM = potentiates human M1 receptor response to acetylcholine | P11229 | CHO-K1 hM1, Fluo-8 calcium fluorescence, ACh EC20; 0% = ACh EC20, 100% = maximal ACh | activation, % at 3 µM | 360,000 tested, 0.088% active | AID 588819; in the data active = activation above about 19%, passing the limit was not always enough
CHO parental Ca = counter-screen: ATP calcium response change in parental CHO cells | 330,000 tested, 0.63% active | inhibition, % at 5.6 µM | parental CHO-K1, ATP-induced calcium, Fluo-8 fluorescence;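 active = inhibition above that plate's mean sample inhibition plus 3 SD, cut at about 26% in these data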;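 also: 0% = ATP-challenged DMSO wells and 100% = DMSO wells without ATP; some compounds past the cut are filed as inactive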
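Test system: untransfected parental CHO cell line; also added: ATP stimulus; dosing: 5.6 µM, single dose; signal: calcium-sensitive Fluo-8 fluorescence; measure: percent inhibition of ATP-evoked calcium rise, normalized to controls; benchmarks: low control ATP plus DMSO, high control DMSO only; replication: one well per compound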
TAAR1 antag = antagonists of human TAAR1; Q96RJ0; CHO RD-HGA16 TAAR1, Fluo-8 calcium fluorescence, antagonist; inhibition, % at 3 µM; 360,000 tested, 1.5% active; AID 624466;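 active = inhibition above a per-plate cutoff, the mean inhibition of test compounds on that plate plus 3 SD, cut at about 49% in these data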;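 also: 0% = DMSO plus EC80 beta-PEA response and 100% = DMSO alone without agonist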
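Test system – hTAAR1-expressing CHO RD-HGA16 cells, Gα16-coupled · Reagent – β-PEA at EC80 concentration, post-compound challenge · Compound dosing – 3 µM, single point · Timing – 140 s kinetic read after compound, 140 s after agonist · Detection – Fluo-8 intracellular calcium dye fluorescence, real-time kinetic reads · Control set – DMSO and EC80 PEA controls · Repeats – n of 1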
V1aR counter = counter-screen for oxytocin receptor agonists: human V1a receptor agonists; CHO-V1R cells, Fluo-8 calcium fluorescence, agonist mode; 0% DMSO, 100% 3 nM vasopressin; activation, % at 3 µM; 320,000 tested, 0.25% active;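 active = activation above the mean activation of all tested compounds plus 3 SD, per screening run, cut at about 20% in these data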;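 also: signal is peak over basal fluorescence ratio across a 100 second FLIPR read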
Starred values were filed as active, the others as inactive; nt = no result given. Rows are unselected; 3.7% or so of the library scored in one or more.

Preview (12 entries):
SMILES	TAAR1 agonist	CHRM1 agonist	M1 antag	OXTR potentiate	OXTR agonist	M1 PAM	CHO parental Ca	TAAR1 antag	V1aR counter
COc1cc(/C=C/CNC[C@H]2O[C@@H](n3ccc(=O)[nH]c3=O)[C@H](O)[C@@H]2O)ccc1O	3	-4	-5	nt	nt	2	nt	-8	nt
Cc1ccc(S(=O)(=O)Nc2c(C(=O)O)[nH]c3ccccc23)cc1C	0	-2	4	-1	0.2	-1	-10	-6	0.4
Cc1ccc(S(=O)(=O)N2CCCCC2C(=O)N2CCN(c3ccccc3F)CC2)cc1 (stereo not drawn)	3	-1	-8	-6	-0.6	5	-17	-15	1.8
CCOc1ccc(C(=O)NC(=S)Nc2ccccn2)cc1[N+](=O)[O-]	1	-2	2	1	0.4	-4	-10	1	0.9
O=C(Cc1cccc2ccccc12)N/N=C/c1ccc(F)cc1	19	1	1	-12	6.6	0	-18	4	3.1
CC(NC(=O)C1CC=CCC1C(=O)O)C1CC2CCC1C2 (stereo not drawn)	3	-3	-2	-15	0.6	5	-4	-2	0.3
COc1ccccc1-c1ccc([C@@H]2C[C@H]3[C@@H](CN2)CON3C)cc1	2	16	-11	nt	nt	0	nt	-17	nt
C=CCNC(=S)NC(=O)c1ccc(C)c(Br)c1	-1	-6	-12	-3	-2.2	-1	-16	-2	-1.2
Nc1c(C(=O)Nc2cccc(C(=O)O)c2)sc2nc3c(cc12)CCCC3	-1	-2	-1	1	-0.2	4	-5	-1	-0.1
CCOC(=O)c1ccccc1NC(=O)COC(=O)c1ccccc1C(=O)N(C)c1ccccc1	-1	0	-9	8	-1.8	13	-25	23	-1.8
COc1ccc(CCNC(=O)CCCOc2ccc(C)cc2)cc1OC	-1	-4	-1	-1	-0.7	5	-14	-10	2.1
CCn1c(COc2ccc(C)cc2)nnc1SCC(=O)Nc1ccc2c(c1)OCCO2	1	-5	-10	-13	-1.9	9	-9	-2	-1.6

The listing (from the top)
SMILES	TAAR1 agonist	CHRM1 agonist	M1 antag	OXTR potentiate	OXTR agonist	M1 PAM	CHO parental Ca	TAAR1 antag	V1aR counter
COc1cc(/C=C/CNC[C@H]2O[C@@H](n3ccc(=O)[nH]c3=O)[C@H](O)[C@@H]2O)ccc1O	3	-4	-5	nt	nt	2	nt	-8	nt
Cc1ccc(S(=O)(=O)Nc2c(C(=O)O)[nH]c3ccccc23)cc1C	0	-2	4	-1	0.2	-1	-10	-6	0.4
Cc1ccc(S(=O)(=O)N2CCCCC2C(=O)N2CCN(c3ccccc3F)CC2)cc1 (stereo not drawn)	3	-1	-8	-6	-0.6	5	-17	-15	1.8
CCOc1ccc(C(=O)NC(=S)Nc2ccccn2)cc1[N+](=O)[O-]	1	-2	2	1	0.4	-4	-10	1	0.9
O=C(Cc1cccc2ccccc12)N/N=C/c1ccc(F)cc1	19	1	1	-12	6.6	0	-18	4	3.1
CC(NC(=O)C1CC=CCC1C(=O)O)C1CC2CCC1C2 (stereo not drawn)	3	-3	-2	-15	0.6	5	-4	-2	0.3
COc1ccccc1-c1ccc([C@@H]2C[C@H]3[C@@H](CN2)CON3C)cc1	2	16	-11	nt	nt	0	nt	-17	nt
C=CCNC(=S)NC(=O)c1ccc(C)c(Br)c1	-1	-6	-12	-3	-2.2	-1	-16	-2	-1.2
Nc1c(C(=O)Nc2cccc(C(=O)O)c2)sc2nc3c(cc12)CCCC3	-1	-2	-1	1	-0.2	4	-5	-1	-0.1
CCOC(=O)c1ccccc1NC(=O)COC(=O)c1ccccc1C(=O)N(C)c1ccccc1	-1	0	-9	8	-1.8	13	-25	23	-1.8
COc1ccc(CCNC(=O)CCCOc2ccc(C)cc2)cc1OC	-1	-4	-1	-1	-0.7	5	-14	-10	2.1
CCn1c(COc2ccc(C)cc2)nnc1SCC(=O)Nc1ccc2c(c1)OCCO2	1	-5	-10	-13	-1.9	9	-9	-2	-1.6
COc1cccc(CN2C(=O)c3ccccc3S2(=O)=O)c1	8	-7	-12	2	2.1	8	-11	-11	2.1
CC1(C)CC(N2CCCCC2)=CC(=[N+]2CCCCC2)C1	2	-4	28	-6	-0.1	-5	2	-6	0.6
CCOC(=O)c1[nH]c2ccc(Br)cc2c1NC(=O)CCN1CCC(C(=O)OCC)CC1	12	-6	-15	-7	1.2	-4	-16	4	2.5
CCn1nc(C)c(Oc2ccccc2O)c1C	3	0	-10	-21	3.9	8	1	-3	5.4
CCOC(=O)CSc1nc(N)c(C#N)c(-c2cccs2)c1C#N	19	-5	-6	-23	9.9	-9	17	24	9.9
CCOC(=O)N1CCN(C(=O)/C(=C\c2ccc(SC)cc2)NC(=O)c2ccccc2)CC1	2	-2	-7	7	-1.3	4	-14	-41	-1.1
CCc1ccc(Nc2ncnc3nc[nH]c23)cc1	-6	-6	14	-2	-0.5	-4	-17	7	0.2
CCc1cc2c(=O)n(CC(C)C)cnc2s1	-1	-8	5	-6	-0.6	-1	-5	-7	0.3
COc1cc2c(cc1OC)C1=C(C#N)CCC(=O)N1CC2	1	-4	1	-2	-0.2	1	7	6	-0.5
Cn1nccc1C(=O)N/N=C/c1c(O)ccc2ccccc12	12	4	-4	-7	7.7	2	-11	2	9.6
CCN(CC)CCN1C(=O)C2C(C(=O)Nc3cccc(C)c3)C3C=CC2(O3)C1C(=O)NC1CCCC(C)C1C (stereo not drawn)	8	-9	-2	-10	-1.1	2	-13	-4	-0.7
Cc1ccc(OCC(=O)NNC(=O)c2ccc(-n3cncn3)c([N+](=O)[O-])c2)cc1	0	-2	-4	4	-0.4	4	-5	0	1.1
Cc1ccc(NC(=O)c2oc3ccc(S(=O)(=O)N4CCOCC4)cc3c2C)cc1C	15	2	22	-3	2.2	-15	0	47	1.9
CC1CN(C(=O)COC(=O)c2cncc(Br)c2)CC(C)O1 (stereo not drawn)	1	-1	-15	nt	nt	10	nt	8	nt
COc1ccccc1CN1C[C@@H]2C[C@@H](c3ccc(Cl)cc3)N3CCC[C@@]23C1=O	4	-13	6	4	-1.8	-23	-34	9	-1.1
CCCOC(=O)C[N+](C)(C)CCOC1CC2CCC1(C)C2(C)C (stereo not drawn)	2	-7	-13	-1	-0.2	8	-9	-8	-0.3
CCN(c1ccccc1)S(=O)(=O)c1cc2c(cc1C)N(C)CCO2	-3	-9	-14	-9	-1.6	10	-13	-9	-0.9
CCOC(=O)C1C(c2cccc(F)c2)NC(=S)NC1(O)C(F)(F)F (stereo not drawn)	2	-7	-1	-7	-0.8	-1	-5	0	1.2
CC(C)(C)OC(=O)N1CCC(NC(=O)c2[nH]cnc2C(=O)N[C@@H](Cc2ccccc2)C(=O)OCc2ccccc2)CC1	10	-5	13	-9	0.3	-10	32	36	0.8
CC(CCc1ccccc1)NC(=O)CN1CCc2ccccc2C1 (stereo not drawn)	-2	-7	5	-8	-2.6	-1	-3	-41	-1.6
O=C(O)CSCCn1cccn1	4	-4	-5	-2	1.2	11	-2	-4	0.5
CCc1ccc(OCc2nnc(-c3ccccc3Br)o2)cc1	1	-4	7	-4	-1.9	-2	-11	6	-1.3
O=C(COC(=O)[C@H](Cc1ccccc1)NC(=O)c1cccs1)Nc1c(Cl)cccc1Cl	0	-2	1	-5	-0.9	1	-17	21	0.5
Cc1nc(Nc2nc(CSc3nc4ccccc4[nH]3)cc(=O)[nH]2)nc2ccccc12	11	-5	13	-12	0.4	-10	-33	33	0.7
C[C@H](CO)N1C[C@H](C)[C@@H](CN(C)C(=O)Nc2ccc(C(F)(F)F)cc2)Oc2c(NS(=O)(=O)c3cccs3)cccc2C1=O	2	-8	0	2	0.6	-1	-21	7	-0.5
COc1cc(CNc2ccc3[nH]c(=O)[nH]c3c2)cc(Cl)c1OCC(=O)NC(C)(C)C	6	-4	-6	-3	-0.7	3	-5	-10	1.1
CC1(C(=O)NS(=O)(=O)c2ccc(Br)cc2)CCN1C(=O)C/C=C/c1ccccc1 (stereo not drawn)	4	-2	-10	nt	nt	6	nt	3	nt
OCc1cn(-c2ccccc2)nc1-c1ccc(-c2nn(-c3ccccc3)cc2CO)cc1	21	-1	-12	-10	0.7	2	-10	54*	5.2
COc1cc(N=Nc2ccc(Br)cc2)cc(C=O)c1O	1	-3	-18	nt	nt	11	nt	-1	nt
COc1cc(-c2nnc3sc(-c4cccs4)nn23)cc(OC)c1OC	6	-2	-16	-21	-1.1	12	-9	-2	3.1
O=C(c1cccs1)N1CCN(C(=O)c2ccco2)c2ccccc2C1	15	5	-17	-7	1.2	1	4	-4	0.2
Cc1ccc(NC(=O)CN(C)C(=O)CSc2nc(C)cc(C)n2)cc1	2	-2	-7	-7	-1.2	10	-9	-26	-0.6
O=S(=O)(N1CCOCC1)n1cnc2ccccc21	4	-3	-6	-4	-1.4	4	0	7	0.0
Cc1cccc(N2C(N)=C(C#N)C(C#N)(C#N)C2c2ccccc2)c1 (stereo not drawn)	10	-7	-39	4	-1.6	5	-22	-5	-1.3
CC(C)C(=O)c1cn(CC(=O)NCc2ccc3c(c2)OCO3)c2ccccc12	8	-1	5	-13	-2.4	1	-10	-14	-0.4
COc1ccc(C(=O)Nc2ccnn2C2CCN(Cc3cccnc3)CC2)cc1	0	-5	8	2	-0.4	-4	-6	-2	0.6
NC(=O)C1CCN(C2CC(=O)N(c3cccc(F)c3)C2=O)CC1 (stereo not drawn)	2	-3	-8	-9	-0.5	8	-17	19	-0.3
O=C(CCNS(=O)(=O)c1ccccc1)NCCCc1ccccc1	1	-4	-8	nt	nt	6	nt	5	nt

More records.
SMILES	TAAR1 agonist	CHRM1 agonist	M1 antag	OXTR potentiate	OXTR agonist	M1 PAM	CHO parental Ca	TAAR1 antag	V1aR counter
CC(C)CN1CCC1(C)C(=O)Nc1cc(-c2ccccc2)nn1C (stereo not drawn)	0	-3	0	nt	nt	-1	nt	-29	nt
C#CCNc1c(C)c(C)nc2ncnn12	6	-1	4	-4	-0.3	4	-3	20	-0.9
CC(C)(C)S(=O)(=O)c1ccccc1-c1noc(-c2ccccc2)c1C(N)=O	0	-1	-13	-2	-1.0	5	-10	3	0.1
O=C(c1cnccn1)N1CCc2ccccc21	8	-3	-1	5	-1.0	3	-3	9	-0.2

Compound activity: PubChem BioAssay, The Scripps Research Institute Molecular Screening Center
